# RAM network inh = yeast RAM network inhibition. S. cerevisiae dse1pr::URA3 reporter, 5-FOA growth OD615, 2 d; analog-sensitive cbk1-as2 kinase mutant strain. inhibition, % at 50 µM. 190,000 tested, 1.8% active;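 active = inhibition above a set limit, 3 SD over mean compound inhibition, cut at about 8.4% in these data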;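 also: 0% = DMSO-only wells with no growth and 100% = 10 µM 1-NA-PP1 full growth; inhibition rescues growth on 5-FOA so higher OD means more RAM inhibition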
# bIAP inh = intestinal alkaline phosphatase (bovine) inhibition; AID 1019; inhibition, % at 20 µM; purified bovine IAP, CDP-star luminescence, 30 min; 190,000 tested, under 10 active;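 active = over 50% inhibition of intestinal alkaline phosphatase at 20 µM in the single-dose screen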
#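 System: purified bovine intestinal alkaline phosphatase (IAP) enzyme; Input: IAP diluted 1/65,000,000 in the well; Measured by: CDP-star luminescence signal; Compound dosing: 20 µM single dose; Incubation: 30 min reaction at room temperature.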
# APP 5UTR inh = APP translation inhibition. SH-SY5Y APP 5'UTR-luciferase reporter, luminescence. AID 1285. 190,000 tested, 0.82% active. inhibition, % at 2 µM;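 active = inhibition above a set limit, derived from the sample mean plus 3 SD, cut at about 45% in these data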; also: values of inactives mirror those of a sister screen read the other way
# bIAP activator = increases bovine intestinal alkaline phosphatase activity | 200,000 tested, 0.17% active | activation factor at 20 µM | purified bovine IAP, CDP-star luminescence, 30 min; stronger effect = higher value; fold of DMSO-control signal, blank-subtracted | AID 1016;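 active = activation factor of 2 or more at 20 µM, a signal rise over negative controls twice the positive control's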
# FLuc inh counter = Photinus pyralis luciferase inhibition counter-screen | inhibition, % at 10 µM | P08659 | 200,000 tested, 1.5% active | ATPLite firefly luciferase biochemical luminescence, 10 min;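 active = inhibition above about 50% when tested at 10 µM, limit read from the data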
# Target sequence (P08659 whole entry, looked up): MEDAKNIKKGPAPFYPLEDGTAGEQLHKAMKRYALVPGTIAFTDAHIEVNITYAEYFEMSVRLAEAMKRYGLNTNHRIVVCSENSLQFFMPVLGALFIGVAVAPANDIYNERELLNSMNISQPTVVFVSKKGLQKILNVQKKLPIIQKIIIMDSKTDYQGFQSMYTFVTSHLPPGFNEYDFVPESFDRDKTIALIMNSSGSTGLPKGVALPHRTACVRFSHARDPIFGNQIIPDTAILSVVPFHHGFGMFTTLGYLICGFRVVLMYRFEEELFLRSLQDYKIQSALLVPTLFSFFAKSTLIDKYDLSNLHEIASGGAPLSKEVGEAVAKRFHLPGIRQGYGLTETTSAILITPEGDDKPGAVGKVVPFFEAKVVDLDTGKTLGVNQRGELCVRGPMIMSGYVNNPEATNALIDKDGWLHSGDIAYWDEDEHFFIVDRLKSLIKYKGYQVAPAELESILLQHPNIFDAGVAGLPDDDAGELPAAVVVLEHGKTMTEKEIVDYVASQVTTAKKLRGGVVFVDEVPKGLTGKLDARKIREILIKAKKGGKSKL
# TNAP inh no acc = inhibitors of human TNAP without phosphate acceptor; P05186; 200,000 tested, 0.26% active; inhibition, % at 20 µM; purified TNAP, CDP-star luminescence, 30 min;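 active = tissue-nonspecific alkaline phosphatase inhibition above about 50% at 20 µM in the single-dose screen, limit read from the data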;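 also: 0% = DMSO negative control and 100% = EDTA positive control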
# Target sequence (P05186 whole entry, looked up): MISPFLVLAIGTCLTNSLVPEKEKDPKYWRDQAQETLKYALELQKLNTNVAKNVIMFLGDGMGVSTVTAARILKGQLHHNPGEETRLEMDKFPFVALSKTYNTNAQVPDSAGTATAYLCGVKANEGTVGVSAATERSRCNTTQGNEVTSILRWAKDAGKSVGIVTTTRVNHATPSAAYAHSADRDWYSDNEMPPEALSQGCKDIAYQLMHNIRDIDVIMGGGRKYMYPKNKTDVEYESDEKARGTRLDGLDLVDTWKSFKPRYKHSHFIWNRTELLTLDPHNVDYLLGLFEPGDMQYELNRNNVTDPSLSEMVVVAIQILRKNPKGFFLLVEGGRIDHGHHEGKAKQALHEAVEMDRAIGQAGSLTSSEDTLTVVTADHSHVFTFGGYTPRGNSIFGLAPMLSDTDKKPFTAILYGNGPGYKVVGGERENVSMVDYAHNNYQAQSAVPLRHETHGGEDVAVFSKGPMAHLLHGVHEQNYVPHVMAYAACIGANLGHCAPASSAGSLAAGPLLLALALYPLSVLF
# FLuc act counter = firefly luciferase counter-screen for stimulation assays. P08659. ATPlite luciferase biochemical, luminescence, 10 min; 0 = ATP-free wells, 1 = DMSO control. activation factor at 10 µM. 200,000 tested, under 10 active. AID 1027;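 active = luciferase activation factor, scaled between plate controls, of at least 2 with compound at 10 µM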
#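 Assay system: Luciferase/luciferin detection reagent, cell-free biochemical luciferase assay / Also added: ATP substrate / Schedule: 10 min at ambient temperature / Measured by: luminescence measurement of luciferase light output / Benchmarks: low control with PBS replacing ATP, high control enzyme plus ATP without compound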
# L major viab = Leishmania major promastigote growth inhibition | 200,000 tested, 9% active | AID 1063 | inhibition, % at 10 µM | Leishmania major promastigotes, resazurin fluorescence viability; in the data active = inhibition above about 50%;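 also: promastigotes grown with compound for 44 hours at 28 °C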
# TNAP act hi DEA = activators of human TNAP at high phosphate acceptor concentration. purified TNAP, CDP-star luminescence, 1 M DEA, 30 min; stronger effect = higher value; 0 = EDTA background, 1 = DMSO-only activity. P05186. 200,000 tested, under 10 active. AID 1136. activation factor at 20 µM;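 active = activation factor at least 2 at 20 µM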
#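 system = human TNAP | amount = enzyme diluted 1/800 final | reagent = 100 µM CDP-star substrate | signal = luminescent substrate turnover signal | dosing = one dose, 20 µM | benchmarks = EDTA negative control, DMSO positive control | measure = activation factor | timing = 30 min reaction, room temperature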
# TNAP inh hiacc = TNAP (human) inhibition, high acceptor. purified TNAP, CDP-star luminescence, 1 M DEA. inhibition, % at 20 µM. 200,000 tested, 0.03% active;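 active = over 50% inhibition of tissue-nonspecific alkaline phosphatase at 20 µM in the single-dose screen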;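 also: plate controls were DMSO wells for no effect and EDTA-quenched wells as full inhibition for full effect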
# An asterisk follows results filed as active.
# Sample of the layout, 5 compounds:
Structure,RAM network inh,bIAP inh,APP 5UTR inh,bIAP activator,FLuc inh counter,TNAP inh no acc,FLuc act counter,L major viab,TNAP act hi DEA,TNAP inh hiacc
Cc1nc(NC(=O)/C=C/c2ccccc2)sc1C(=O)N(C)C,0.7,6,-40,0.9,23,-5,0.8,-2,1,1
CC(=O)c1cn(CC(=O)NCC2CCCO2)c2ccccc12 (stereo not given),1.2,10,-10,0.9,-6,-14,1.1,-10,1.1,-5
COc1ccc(N2CC(C(=O)OCC(=O)c3cccc(OC)c3)CC2=O)cc1 (stereo not given),0.7,0,-15,1,2,-10,1,-1,1.1,-5
COC(=O)c1sccc1NC(=O)CN(C)NS(=O)(=O)c1ccc(F)cc1,-0.7,-7,-11,1.1,-3,-3,1,13,1,2
CN=C1c2cc3c(Br)c(OC)ccc3n2CCN1C,-0.1,31,-2,0.7,-7,-9,1.1,6,1.1,-6

# The list itself, from the first entry:
Structure,RAM network inh,bIAP inh,APP 5UTR inh,bIAP activator,FLuc inh counter,TNAP inh no acc,FLuc act counter,L major viab,TNAP act hi DEA,TNAP inh hiacc
Cc1nc(NC(=O)/C=C/c2ccccc2)sc1C(=O)N(C)C,0.7,6,-40,0.9,23,-5,0.8,-2,1,1
CC(=O)c1cn(CC(=O)NCC2CCCO2)c2ccccc12 (stereo not given),1.2,10,-10,0.9,-6,-14,1.1,-10,1.1,-5
COc1ccc(N2CC(C(=O)OCC(=O)c3cccc(OC)c3)CC2=O)cc1 (stereo not given),0.7,0,-15,1,2,-10,1,-1,1.1,-5
COC(=O)c1sccc1NC(=O)CN(C)NS(=O)(=O)c1ccc(F)cc1,-0.7,-7,-11,1.1,-3,-3,1,13,1,2
CN=C1c2cc3c(Br)c(OC)ccc3n2CCN1C,-0.1,31,-2,0.7,-7,-9,1.1,6,1.1,-6
CC(C)Cn1c(-c2csc(C(C)C)c2)n[nH]c1=S,2.1,34,-5,0.7,-3,23,1,0,1,1
CN1CCN(S(=O)(=O)c2cccc(S(=O)(=O)c3ccc(Cl)c(Cl)c3)c2)CC1,1.4,9,7,0.9,-11,-4,1.1,14,1,0
CCc1ccccc1NC1c2ccccc2C(=O)N1Cc1ccco1 (stereo not given),-0.7,11,-2,0.9,-6,-14,1.1,6,1,-1
C=CCn1c(COc2ccccc2)nnc1SC(C)C(=O)N/N=C/c1cc(Cl)ccc1O (stereo not given),-0.7,-11,4,1.1,-4,-3,1,98*,1,-1
C/C=C/C(=O)Nc1ccccc1Br,1.4,9,3,0.9,1,-9,1,-2,1,2
CCN(CC)S(=O)(=O)c1ccc(C)c(NC(=S)NNC(=O)C2CC2)c1,0.8,-3,-4,1,-3,-119,1,39,1.1,-7
NS(=O)(=O)c1cccc(NC(=O)CN2CCCc3ccccc32)c1,0.6,-8,-14,1.1,-9,2,1.1,-2,0.9,11
Cc1noc(C)c1COc1ccc(C(=O)OCC(=O)N2CC(=O)Nc3ccccc32)cc1,0.4,-2,-4,1,-2,-12,1,2,1.1,-6
CC1Cc2ccccc2N1C(=O)CSC1=NCCS1 (stereo not given),0.5,4,1,1,-4,-24,1,3,1,-3
COc1ccc(Cl)cc1C(=O)NNC(=O)c1cccnc1,1.8,0,-17,1,0,-14,1,-10,1,0
COC(=O)c1ccccc1NC(=S)N(Cc1ccc2c(c1)OCO2)Cc1cc2cc(OC)ccc2[nH]c1=O,8.5*,1,-2,1,-7,-2,1.1,55*,1,-3
CC(C)c1onc(C(=O)N2CCCCC2)c1[N+](=O)[O-],0.5,9,-1,0.9,-5,-19,1,-7,1,3
CC(C)c1ccc(NC2(C#N)C(=O)Nc3ccccc32)cc1 (stereo not given),0.8,23,-10,0.8,-1,-1,1,-4,1.1,-6
CCCc1cc(=O)[nH]c(SCC(=O)N(CC(C)C)C2CCS(=O)(=O)C2)n1 (stereo not given),2.5,12,0,0.9,-1,-11,1,-2,1,-3
CCOc1nc(Nc2ccc([N+](=O)[O-])cc2)nc(NC(C)(C)C)n1,-0.1,-12,14,1.1,-7,-14,1.1,74*,1,-3
COc1ccc2c(c1OC)C(=O)OC2c1c(O)nc(SC)n(-c2ccccc2)c1=O (stereo not given),1.4,2,18,1,-5,-10,1,-7,1,-2
CSc1ncccc1C(=O)OCC(=O)Nc1ccc2c(c1)OCO2,5.8,2,10,1,5,-6,1,-6,1,-3
CCOC(=O)c1cnc2c(cnn2C)c1Cl,-1.2,-2,-6,1,-2,0,1,-11,1,-4
Clc1ccc(C2Nc3ccccc3-n3cccc32)cc1 (stereo not given),5.1,3,-5,1,-6,-1,1.1,9,1,-3
CC(C)CCn1c(O)c(N=NC(=O)c2ccco2)c2ccccc21,1.9,-3,-2,1,2,16,1,-1,1,-2
Cc1ccccc1N(CC(=O)N/N=C/c1cc(C)n(-c2ccccc2C)c1C)S(C)(=O)=O,0.0,-21,5,1.2,0,-14,1,7,1,-1
Nc1nc(-c2ccccc2)nn1C(=O)Cc1ccccc1,-0.3,3,1,1,-2,44,1,-5,1,-2
O=C(NCCc1ccccc1)C1CCN(c2ncccn2)CC1,1.0,-2,-1,1,-2,-5,1,-9,1,-2
Nc1ncnc2c1ncn2CCOc1ccccc1,0.8,5,-9,0.9,0,-12,1,-7,1,-1
O=C(CSc1nc2cccnc2n1Cc1ccccc1)NCc1ccco1,7.3,3,-4,1,0,-4,1,13,1,-2
Cc1[nH]c2ccccc2c1/C=N/Nc1nc(Nc2ccccc2)nc(N2CCOCC2)n1,2.3,7,20,0.9,-1,6,1,100*,1,-1
Cc1ccc(O)c(C(=O)c2cc(C#N)c(=O)n(CC3CCCO3)c2)c1 (stereo not given),0.3,7,-5,0.9,-3,-8,1,10,1,-3
CN(C)CCCNc1ccc(S(N)(=O)=O)cc1[N+](=O)[O-],1.4,2,-20,1,-2,1,1,-6,0.9,14
Cc1ccc2[nH]cc(C(=O)CN3CCN(C)CC3)c2c1,-0.7,6,8,0.9,1,-4,1,6,1,-2
CC1=C(C(N)=O)C(c2ccccn2)n2nc(SCc3ccccc3)nc2N1 (stereo not given),-0.4,-2,-25,1,-3,-6,1,-5,1,4
O=C(N/N=C/c1ccc2c(c1)OCO2)c1sc2cc(Cl)ccc2c1Cl,0.8,-7,-2,1.1,-1,-10,1,11,1,0
O=C(CNC(=O)c1ccc(-c2ccccc2)cc1)OCc1ccc(Cl)cc1,5.2,-4,-13,1,-2,-6,1,-5,1,2
COC(=O)CSc1nc(N2CCOCC2)c2c(c1C#N)CC(C)(C)N(C)C2,0.7,4,3,1,-11,-6,1.1,2,1.1,-7
CCOc1ccc(N2C(=O)/C(=C/c3ccccc3OCC(=O)OC)N(CC(=O)OC)C2=S)cc1,6.4,-17,16,1.2,-1,5,1,24,1,2
CCOc1cc(/C=C/c2cc(C(=O)O)c3ccccc3n2)ccc1OC,2.2,-14,-4,1.1,86*,-7,0.1,-5,1,-2
Cc1onc(-c2ccccc2)c1C(=O)Nc1ccc(N2CCOCC2)cc1,0.8,3,-6,1,-4,-8,1,5,1.1,-5
CCCCCn1c(CN2CCN(C(=O)OCC)CC2)nc2c1c(=O)[nH]c(=O)n2C,1.2,-6,4,1.1,-1,1,1,-5,1,3
O=C(CN1C(=O)S/C(=C/c2ccncc2)C1=O)N1CCOCC1,-0.1,16,20,0.8,-5,6,1.1,-1,1,-4
Cc1ccc(CCNC(=O)C23CN(Cc4ccccc4)CC2C(c2ccc([N+](=O)[O-])cc2)=NO3)cc1 (stereo not given),1.1,4,-14,1,-4,4,1,4,1.1,-8
CC1(C)SC2c3ccccc3C(=O)N2[C@@H]1C(=O)NCc1ccco1 (stereo not given in full),1.4,9,-8,0.9,-7,-18,1.1,5,1.1,-9
Cc1nc2sc(C(c3cccc(F)c3)N3CCC(O)CC3)c(O)n2n1 (stereo not given),2.2,2,6,1,-8,-8,1.1,-5,1.1,-6
Cc1cc(C)c(C#N)c(SCc2ccc(C#N)cc2)n1,4.0,3,-5,1,-6,-6,1.1,-3,1,-2
Cc1ccc(C2=Nc3cccnc3C(c3ccccc3)=NN2)cc1,1.2,1,-113,1,1,-8,1,8,1,0
O=C(CSc1ncccn1)NCc1ccccc1,-0.2,4,12,1,0,-10,1,-3,0.9,5
COc1cccc(CNC(=O)CCC2CCCN(C(=O)Cc3ccccc3F)C2)c1 (stereo not given),2.5,-18,16,1.2,0,-10,1,-1,1,-4

# (next part)
Structure,RAM network inh,bIAP inh,APP 5UTR inh,bIAP activator,FLuc inh counter,TNAP inh no acc,FLuc act counter,L major viab,TNAP act hi DEA,TNAP inh hiacc
Clc1cccc(NCc2nnc(SCc3ccccc3Cl)o2)c1,3.0,33,2,0.7,-5,-16,1.1,-6,1.1,-8
O=C(NCCC1=CCCCC1)C(=O)NCC1OCCCN1S(=O)(=O)c1cc(F)ccc1F (stereo not given),1.0,-23,-6,1.2,-4,-10,1,4,1.1,-5
CC1(C)OC(C(N)=O)C(C(N)=O)O1 (stereo not given),0.5,-9,6,1.1,-4,-6,1,-4,1,-2
CCSc1nnc(NC(=O)C2CCN(S(=O)(=O)c3cc(C(F)(F)F)ccc3Cl)CC2)s1,2.8,11,-13,0.9,-5,-18,1.1,-1,1,-2
O=C(NC1CCCCC1)n1c(=O)oc2ccc(Cl)cc21,-1.0,9,-12,0.9,0,39,1,-10,1,2
COc1ccccc1CNC(=O)C1Cc2ccccc2C(=O)O1 (stereo not given),-0.3,-7,-3,1.1,-6,-4,1.1,-1,1,-1
CC(C(=O)NCCS(=O)(=O)c1ccc(Cl)cc1)S(=O)(=O)c1ccc(Cl)cc1 (stereo not given),8.2,-2,-16,1,-9,-2,1.1,-8,1.1,-6
Cc1ccc(S(=O)(=O)N2CCN(C3CCN(Cc4ccccc4)CC3)CC2)cc1,0.3,-9,9,1.1,-2,-11,1,98*,1.1,-5
Cc1noc(C)c1CSc1nnc(C)c(=O)[nH]1,1.2,11,4,0.9,-7,-5,1.1,-3,1,-2
c1ccc(Nc2nc(NCC3CCCO3)c3ccccc3n2)cc1 (stereo not given),0.0,1,-10,1,-3,-12,1,99*,1.1,-7
Fc1ccccc1-c1csc(=Nc2cccnc2)n1CC1CCCO1 (stereo not given),-0.5,-15,-16,1.1,-4,-10,1,11,1,-4
Cc1cccc(C(=O)Nc2ccc(N3CCN(S(C)(=O)=O)CC3)cc2)c1,6.4,-33,-44,1.3,15,-5,0.9,-7,1,0
CCc1cc(C)cc(OCCNC(=O)c2ncn[nH]2)c1,1.3,-33,-6,1.3,-7,-15,1.1,1,1,0
Cc1ccc(NC(=O)CS(=O)(=O)c2cn(CC(=O)N3CCOCC3)c3ccccc23)cc1,0.2,-6,1,1.1,-6,-8,1.1,-7,1.1,-5
CCOC(=O)C(=O)NNc1cccc(C)c1C,0.4,-36,-22,1.4,2,-4,1,-7,1,1
